Luc counter = Counterscreen for Luciferase (Kinase-Glo TM) Inhibition; Luciferin 4-monooxygenase (Photuris pensylvanica), Q27757; Kinase-Glo luciferase, ATP luminescence, 8 min; Potency, µM (top dose mostly 38.3 µM), inactives show at the highest dose activity change, negative = inhibition, most hits filed as inhibitors; actives 0.28% (n = 200,000); AID 1379, 2008; also: % is scaled to controls: 0 for no effect and ±100 for the full control effect; nearly all actives have a fitted effect of over 60% in size
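Compound is pinned into ATP-containing buffer (10 uM ATP, imidazole pH 7.2, 7 mM MgCl2). Kinase-Glo luciferase reagent is then added. Light output is recorded following an 8-min room-temperature incubation.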
RECQ1 inh = qHTS Assay for Inhibitors of RecQ-Like Dna Helicase 1 (RECQ1). RECQ1 DNA unwinding, red fluorescence kinetic read. Potency, µM (doses to about 57.3 µM), for the others: at the top dose activity, negative = inhibition, usual class: inhibitors. actives 0.54% (n = 240,000). AID 2549, 2010;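 also: plate controls were vehicle for no effect and no enzyme for full effect; nearly all actives have a fitted effect of over 30% in size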
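RECQ1T1 50 nM; forked duplex (20 bp + 30-nt ss tails) 200 nM, ATP 2 mM final; pH 8.0, 2 mM MgCl2, 2.5 ug/ml poly(dI-dC); 15 min compound preincubation; discontinuous kinetic read over 2 h at RT.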
L3MBTL1 block = qHTS Assay for the Inhibitors of L3MBTL1; AlphaScreen L3MBTL1–H3K9me1 peptide binding; Lethal(3)malignant brain tumor-like protein 1 (Homo sapiens), Q9Y468; Potency, µM (highest dose often 57.1 µM), for the others: top-dose activity, negative = inhibition, actives largely listed as inhibitors; actives 0.66% (n = 230,000); also: % is scaled to controls: 0 for no effect and ±100 for the full control effect; nearly all actives have a fitted effect of over 60% in size
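AlphaScreen assay: L3MBTL1 (50 nM final) was preincubated 30 min at room temperature with biotinylated H3(1-15)K9me1 peptide (75 nM final), then 30 min with library compounds; streptavidin donor and nickel chelate acceptor beads (10 ug/mL final) added, 30 min dark.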
SMN2 splice up = qHTS Assay for Enhancers of SMN2 Splice Variant Expression. actives 2.8% (n = 210,000). HEK293 SMN2-luciferase splicing reporter, luminescence, 30-36 h. AID 1458, 2008. Potency, µM (top dose mostly 46.1 µM), inactives show top-dose activity change, positive = activation, hits mostly activators; also: % of control where 0% means no effect; nearly all actives have a fitted effect of over 55% in size
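qHTS luciferase splicing reporter: luminescence rises when SMN2 exon 7 is included in transfected HEK293 cells. Compound exposure lasted 30-36 h at 37C, with 4.5 mM final sodium butyrate as control, followed by a ONE-Glo read.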
Lamin A splicing = qHTS Assay for Modulators of Lamin A Splicing; HeLa LMNA splicing GFP/RFP minigene ratio, 48 h; AID 1487, 2009; Potency, µM (highest dose often 46.1 µM), without a hit: at the highest dose ratio change, negative = inhibition, actives largely listed as inhibitors; actives 0.01% (n = 200,000); active = well fitted inhibition curve with a large enough effect in the signal ratio, with a control signal flat, not every such curve was filed as active; inconclusive = small, poorly fitted or top-dose-only effect, or effect the other way, or a change in a side signal; the % refers to the signal ratio; also: % is scaled to controls: 0 for no effect and ±100 for the full control effect
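Read-out is the ratio of GFP to DsRed2 object intensity, acquired by 488 nm laser-scanning cytometry on HeLa lamin A-EGFP minigene reporter cells. Compound incubation 48 hrs at 37 °C in Opti-MEM with 2% FBS; DMSO 0.5% final.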
KDM4E inh = qHTS Assay for Inhibitors of Human Jumonji Domain Containing 2E (JMJD2E); actives 1.6% (n = 230,000); JMJD2E catalytic domain, FDH-coupled NADH fluorescence (FDH is formaldehyde dehydrogenase); Potency, µM (highest dose often 57.1 µM), for inactives: at the top dose activity change, negative = inhibition, hits mostly inhibitors; Lysine-specific demethylase 4E (Homo sapiens), B2RXH2; active = well fitted inhibition curve with a large enough effect, not every such curve was filed as active; inconclusive = small, poorly fitted or top-dose-only effect, or another doubt; inactive = no such curve, though single readings can be large or run the other way;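 also: 0% = wells with enzyme and -100% = buffer wells without enzyme; nearly all actives have a fitted effect of over 50% in size; many of its hits are not listed in these tables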
Target sequence (B2RXH2 1-337 limits assumed): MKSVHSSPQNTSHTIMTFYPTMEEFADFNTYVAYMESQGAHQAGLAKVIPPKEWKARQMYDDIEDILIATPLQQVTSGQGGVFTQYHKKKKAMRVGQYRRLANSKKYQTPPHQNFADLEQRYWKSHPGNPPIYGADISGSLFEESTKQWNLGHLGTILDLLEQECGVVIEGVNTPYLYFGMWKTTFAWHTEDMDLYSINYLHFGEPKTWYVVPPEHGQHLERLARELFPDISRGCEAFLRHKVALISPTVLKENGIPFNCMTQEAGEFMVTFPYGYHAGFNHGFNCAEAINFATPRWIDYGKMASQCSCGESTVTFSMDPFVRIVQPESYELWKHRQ
Tau ThT inhib = qHTS for Inhibitors of Tau Fibril Formation, Thioflavin T Binding; Microtubule-associated protein tau (Homo sapiens), P10636; recombinant tau K18 P301L (four-repeat tau fragment), heparin-induced fibrillization, ThT fluorescence; Potency, µM (top dose mostly 57.4 µM), without a hit: top-dose activity, negative = inhibition, most hits filed as inhibitors; actives 2.1% (n = 270,000); also: % is scaled to controls: 0 for no effect and ±100 for the full control effect; nearly all actives have a fitted effect of over 55% in size
Target sequence (P10636 561-689 P618L limits assumed): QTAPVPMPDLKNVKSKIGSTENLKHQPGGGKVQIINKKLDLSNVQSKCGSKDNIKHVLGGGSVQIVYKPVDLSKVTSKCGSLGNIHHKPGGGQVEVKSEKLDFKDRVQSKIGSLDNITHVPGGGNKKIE
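Tau K18 P301L fragment (15 uM unlabeled plus 0.24 uM Alexa 594-labeled) in 100 mM sodium acetate pH 7 with compound, fibrillization induced by 20 uM heparin for 6 hr at 37 C. Thioflavin T (30 uM) added, fluorescence read after 1 hr (ex 450, em 510 nm).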
ALDH1A1 inh = qHTS Assay for Inhibitors of Aldehyde Dehydrogenase 1 (ALDH1A1); Aldehyde dehydrogenase 1A1 (Homo sapiens), P00352; Purified ALDH1A1, NADH fluorescence, propionaldehyde substrate; Potency, µM (highest dose often 75.3 µM), without a hit: at the top dose activity, negative = inhibition, hits mostly inhibitors; actives 7.3% (n = 220,000); AID 1030, 2008; active = well fitted inhibition curve with a large enough effect, not every such curve was filed as active; inconclusive = small, poorly fitted or top-dose-only effect, or another doubt; inactive = no such curve, though single readings can be large or run the other way;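 also: plate controls were no enzyme wells and a reference inhibitor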
Target sequence (P00352 whole entry, looked up): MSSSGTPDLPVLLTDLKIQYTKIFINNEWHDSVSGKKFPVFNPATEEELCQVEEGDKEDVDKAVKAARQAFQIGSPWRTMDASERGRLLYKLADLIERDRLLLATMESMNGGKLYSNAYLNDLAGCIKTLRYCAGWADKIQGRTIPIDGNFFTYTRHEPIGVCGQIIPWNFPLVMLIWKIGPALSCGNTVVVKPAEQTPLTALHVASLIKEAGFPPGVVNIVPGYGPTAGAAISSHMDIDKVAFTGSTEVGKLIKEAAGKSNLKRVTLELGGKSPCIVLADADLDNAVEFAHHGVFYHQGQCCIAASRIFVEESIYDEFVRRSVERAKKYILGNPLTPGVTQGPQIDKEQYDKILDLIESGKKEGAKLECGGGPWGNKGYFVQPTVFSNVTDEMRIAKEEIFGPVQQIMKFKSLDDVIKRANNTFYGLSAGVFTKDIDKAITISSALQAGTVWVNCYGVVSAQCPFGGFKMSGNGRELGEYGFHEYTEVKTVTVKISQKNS
* hit, by the source's call; i = inactive; ? = inconclusive; · = no result given; & = joins results of further samples; [ ] = dose if it differs, or a comment. Unless noted, calls follow the shape of the dose curve; as a rule, active = well fitted curve in the direction sought with a large enough effect; inconclusive = small, poorly fitted or top-dose-only effect, or another doubt; inactive = no such curve, though single readings can be large; an effect the other way counts as inactive or inconclusive. Potency is read from the fitted curve at half-maximal effect. This is a subset. The share of hits here may be higher or lower than overall.

Compound	Luc counter	Lamin A splicing	Tau ThT inhib	ALDH1A1 inh	SMN2 splice up	RECQ1 inh	KDM4E inh	L3MBTL1 block
Cc1ccc(C)c(NC(=O)CCN2CCc3ccccc3C2)c1	1%	·	5%	-1%	-20%	-9%	7%	-3%
CCOC(=O)CSc1nc(C2CC2)cc(-c2ccc(F)cc2)c1C#N	2%	10%	-19%	-2%	-8%	-16%	?	31%[activator]
CCOc1cc(C2Nc3ccccc3C(=O)N2c2ccccc2)ccc1O (stereo unspecified)	-5%	3%	-7%	?	19%	-9%	?	3%
CCOc1ccc(C(=O)N(Cc2ccc(OC)cc2)Cc2cc3cc(OC)ccc3[nH]c2=O)cc1	22%	-1%	0%	?	28%	i	?	·
O=C(NCC(c1cccs1)N1CCOCC1)c1cc([N+](=O)[O-])ccc1Cl (stereo unspecified)	4%	?	-9%	1%	-4%	9%	-1%	-4%
COc1ccc(S(=O)(=O)NCC2CCC(C(=O)NCCC(C)C)CC2)cc1 (stereo unspecified)	3%	?	-1%	?	-12%	-1%	6%	5%
CCOC(=O)c1cnc2c(C#N)cnn2c1N	-3%	14%[46 µM]	-10%	-10%	1%	?	?	1%
CCc1nnc(NC(=O)CSc2ccc(-c3cccs3)nn2)s1	2%	·	?	-4%	-5%	-2%	-19%	·
CCC(C)N(C(=O)COC(=O)CCc1c[nH]c2ccccc12)C1CCS(=O)(=O)C1 (stereo unspecified)	0%	9%	-10%	?	-6%	i	6%	·
COCCNC(=S)NNC(=O)CSCc1ccc(Cl)cc1Cl	1%	·	-4%	?	-9%	i	19%	-1%[11.4 µM]
CCOc1ccc(/C=N/NC(=O)c2cc(-c3cccn3C)n[nH]2)cc1	-1%	·	?	-10%	-1%	i	-1%	-14%
CCC(=O)C1=C(O)C(c2cccc(Oc3ccccc3)c2)CCC1=O (stereo unspecified)	0%	-17%[46 µM]	-10%	-11%	-26%	-5%	-7%	-3%
NS(=O)(=O)c1ccc(CCNC(=O)/C=C/c2cccc([N+](=O)[O-])c2)cc1	2%	18%[46 µM]	?	-3%	-9%	i	7%	4%
COc1cccc(CNC(=O)C(=O)NCC2CCCO2)c1 (stereo unspecified)	0%	-6%	-13%	-10%	-4%	-5%	-3%	-1%
COCc1cc(=O)[nH]c(SCCS(=O)(=O)c2ccc(C)cc2)n1	·	·	1%	0.79µM*	·	i	4%	14%
CCSc1nc(C)c(C)c(=O)[nH]1	·	·	-3%	·	·	-4%	-1%	1%
COc1ccc(OC)c(NC(=O)CSc2nc(C)cs2)c1	-2%	-12%	-3%	5%	-5%	i	4%	-8%
O=C1N2CCCc3cccc(c32)C12Nc1ccccc1S2 (stereo unspecified)	-1%	-14%	-6%	14µM*	-5%	-16%	3%	-1%[11.4 µM]
COc1cc(C(=O)Nc2ccc(C(N)=O)cc2)c([N+](=O)[O-])cc1OC	·	·	-19%	-12%	·	-1%	4%	·
COc1ccc(S(=O)(=O)C(C#N)c2nc3ccccc3nc2N2CCCC(C)C2)cc1 (stereo unspecified)	-2%	-6%	?	?	-40%[inhibitor]	i	?	-22%
O=C(Nc1ccccc1-c1ccccc1)c1ccco1	-4%	2%	3%	-5%	-11%	-4%	5%	2%
CCNS(=O)(=O)c1ccc(NC(=O)c2ccc(Cn3cc([N+](=O)[O-])cn3)o2)cc1	·	·	8%	19µM*	·	-2%	5%	·
CCCCn1c(SCC(=O)OCC)nnc1-c1ccoc1C	0%	-9%	4%	?	2%	1%	-29%	-4%
COC(=O)c1ccc(OC(C)C(=O)c2ccc(C)cc2)cc1 (stereo unspecified)	6%	5%	-12%	-4%	-9%	-2%	0%	20%
CCCn1nnc(NC(=S)NC(=O)C(C)(C)C)n1	-3%	5%	-8%	?	29%	-16%	1%	7%
COc1ccc(Nc2nc(-c3sc(N)nc3C)cs2)cc1	-4%	12%	8.9µM*	7.1µM*	18%	-3%	5%	-18%
CCOC(=O)c1sc(=S)n(C)c1NC(=O)c1cccc(Br)c1	·	·	?	·	·	0%	-7%	-8%
CN1CCC(N(C)C(=O)CCc2nc3ccccc3c(=O)[nH]2)CC1	-1%	?	-4%	0%	-6%	-1%	-17%	-92%
CCN(CC)c1ccc(NC(=O)COc2ccc(C)cc2)cc1	0%	1%	?	9%	-5%	-7%	-1%	-21%
CCOC(=O)c1ccc(N2C(=O)C3ON(c4ccccc4)C(c4ccco4)C3C2=O)cc1 (stereo unspecified)	1%	-1%	-5%	?	-33%	?	-1%	-3%
NC[C@@H]1O[C@H](O[C@H]2[C@H](O)[C@H](O[C@@H]3O[C@H](CO)[C@@H](O)[C@H](N)[C@@H]3O)[C@@H](N)C[C@H]2N)[C@@H](O)[C@H](O)[C@@H]1O	2%[17.1 µM]	-26%	·	13%[20.9 µM]	-1%[20.6 µM]	-6%[25.9 µM]	0%[25.5 µM]	·
O=C(CCc1ccccc1)NCc1cccnc1	3%	-3%	-2%	3%	18%	-7%	3%	1%
NC(=O)c1ccccc1	-9%&0%	-27%	-2%&7%	-11%&2%&6%	-8%&-6%&15%	-6%&-10%	4%&-2%	34%[activator]
COC(=O)c1cc(NC(=O)C2CC(=O)NC(=NCc3ccc(OC)cc3)S2)cc(C(=O)OC)c1 (stereo unspecified)	2%	?	-5%	5%	·	i	-1%	14%
Oc1ccc(/C=N/N=C(c2ccccc2)c2ccccc2)c(O)c1O	5%	?	8.9µM*	7.1µM*	7%	-17%	14µM*	3.5µM*
COc1cc2c(cc1OC)C(=O)CCS2	-3%	-2%	-6%	?	-6%	7%	?	·
Cc1cc(OC(=O)c2ccc(S(=O)(=O)N3CCCCC3)cc2)c([N+](=O)[O-])c(=O)[nH]1	0%	·	1%	10%	1%	10%	6%	8%
CN(C(=O)COc1cccc(Br)c1)C1CCS(=O)(=O)C1 (stereo unspecified)	-1%	16%	0%	3%	?	?	1%	-2%
CCOC(=O)C1=C(C)NC(=O)CC1c1ccccc1 (stereo unspecified)	2%	-6%	-1%	-9%	22%	i	3%	-22%[11.4 µM]
CCN1CCCC1CNC(=O)C(=O)NCc1ccccc1 (stereo unspecified)	-1%	4%[46 µM]	-2%	1%	-2%	3%	12%	·
Cc1ccc(NC(=O)CCNC(=O)c2ccco2)cc1	3%	-11%	2%	-7%	31%	0%	-2%	-8%
Cc1cc(C(=O)NCCCN2CCN(c3cc(Cl)ccc3C)CC2)n(-c2ccccc2)n1	1%	-6%	-18%	2%	-5%	-15%	8%	2%
CCCCOc1ncnc2c1[nH]c1ccccc12	-3%	?	-7%	?	-77%[inhibitor]	-4%	?	-1%
C=CCN1CCN(C(CCC)c2nnnn2Cc2ccco2)CC1 (stereo unspecified)	-4%	11%[46 µM]	-4%	?	-5%	-12%	7%	·
O=C(Nc1ccc2c(c1)OCCO2)C1CCN(S(=O)(=O)c2ccc(Br)s2)CC1	-6%	?	-15%	?	-3%	-8%	-2%	·
CCOC(=O)C1CCN(S(=O)(=O)c2ccc3[nH]c(=O)oc3c2)CC1	-1%	-4%	-9%	-2%	-11%	-13%	2%	·
Cc1ccc(NC2=NCCCCC2)cc1C	-2%	12%	-4%	1%	-6%	5%	1%	4%
Cc1c(-c2ccccc2)[n+](=O)c2c(n1[O-])CCC2	4%	-6%	3%	16%	6%	1%	-5%	-13%
CC(C)c1ccc(NC(=O)C(c2ccc3c(c2)OCO3)N2CCCCC2)cc1 (stereo unspecified)	18%	-4%	-8%	-10%	-17%	-18%	1%	·
CCc1ccccc1N1CN(Cc2ccco2)CNC1=S	·	·	-11%	10%	·	-7%	13%	-2%
CSc1nnc2c3ccccc3c3ccccc3c2n1	0%	15%	-14%	?	2%	-8%	2%	36%[activator]
COc1ccc(Cn2c(-c3ccc(Br)cc3)c[n+]3ccccc23)cc1	-7%	?	-4%	2%	11µM*	-3%	-1%	9%
COc1ccccc1CNC(=O)COc1ccc([N+](=O)[O-])cc1	-1%	·	-3%	?	11%	i	11%	3%
CCCOc1cccc(-c2nn(-c3ccccc3)cc2/C=C(\C#N)C(=O)NCCCn2ccnc2)c1	2%	?	?	-4%	-10%	-7%	3%	-18%
CCOc1ccccc1NC(=O)CSc1nnc(-c2ccccc2Cl)n1Cc1ccco1	0%	4%	-18%	1%	·	-2%	-2%	·
CCOC(=O)c1cc(-c2ccccc2)sc1NC(=O)CSc1nncs1	·	-5%	-4%	?	·	0%	-8%	-10%
COc1ccccc1CCc1nnc(CCC(=O)NCC[C@@H]2C[C@@H]3C=C[C@H]2C3)o1	-2%	·	6%	?	·	i	18%	-11%
Cc1cc(C)n(-c2ccc(C(=O)Nc3ccc(S(=O)(=O)N(C)C)cc3)cc2)n1	1%	?	-6%	-16%	-68%[inhibitor]	i	10%	3%
CCOC(=O)c1c(N2C(=O)Nc3cc(Cl)c(Cl)cc3N2O)sc2c1CCCCC2	-5%	9%	?	?	3%	?	6%	-13%
Cn1c(SCC(=O)OC2CCCCC2)nnc1-c1ccc2c(c1)OCO2	2%	1%	-1%	?	-5%	i	6%	9%

Source: PubChem BioAssay (National Center for Advancing Translational Sciences (NCATS))
